# ARNT-TACC3 inh = disrupts binding between human ARNT and TACC3 | 390,000 tested, 0.66% active | Q9Y6A5 | inhibition, % at 9.99 µM | AlphaScreen His-ARNT PAS-B/GST-TACC3 binding, luminescence; TACC3 fragment carries E629A point mutation;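 active = mean inhibition of replicates at least 50% and at least half of replicates each reaching 50%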;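 also: 0% = complete ARNT plus TACC3 wells and 100% = ARNT alone without TACC3; many hits fall short of the cut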
# SIRT5 inh = inhibitors of human sirtuin-5 desuccinylase; 330,000 tested, 1.1% active; Purified SirT5, succinyl-peptide AMC, trypsin-coupled fluorescence; inhibition, % at 15 µM; AID 652115; in the data active = inhibition above about 15%
# Target sequence (Q9NXA8 whole entry, looked up): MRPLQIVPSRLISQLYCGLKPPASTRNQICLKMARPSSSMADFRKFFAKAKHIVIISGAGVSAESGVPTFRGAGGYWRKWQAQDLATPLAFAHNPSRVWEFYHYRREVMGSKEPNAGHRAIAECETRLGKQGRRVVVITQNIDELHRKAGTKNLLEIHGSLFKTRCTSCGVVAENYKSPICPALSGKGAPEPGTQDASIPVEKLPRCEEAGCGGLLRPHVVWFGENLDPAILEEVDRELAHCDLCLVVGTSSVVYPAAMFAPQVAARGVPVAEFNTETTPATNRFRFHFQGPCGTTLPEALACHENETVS
# Statin myotox sup = suppression of simvastatin myotoxicity. rescue of ATP level, % at 7.49 µM. C2C12 myotubes + simvastatin, ATP luminescence, 48 h; scaled: DMSO 0, geranylgeraniol control 100. 330,000 tested, 0.78% active. AID 602340;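 active = mean ATP rescue above about 67%, or every replicate alone reaching that limit, limit read from the data, passing the limit was not always enough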;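 also: myotubes were challenged with 10 µM simvastatin during compound exposure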
# miR122 inh = inhibitors of miR-122 in Huh7 cells | Huh7 miR-122 Renilla luciferase sensor, 48 h; neutral wells = 0, positive control = 100 | activation (reporter increase), % at 12.5 µM | 340,000 tested, 0.3% active | AID 602342;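 active = mean replicate activation score at least 90 and every replicate individually at or above 90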;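 also: higher luciferase means less miR-122 activity so hits act as miR-122 inhibitors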
# esBAF inh = inhibitors of esBAF chromatin remodeling in mouse ES cells; AID 602393; 350,000 tested, 2% active; Bmi1-luciferase knock-in reporter, 24 h; 100% = twice the neutral-well signal; reporter increase, % at 12.5 µM; in the data active = activation above about 40%;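 also: 0% = median of the plate's neutral control wells and 100% = double that signal; a rise in the Bmi1 reporter signal indicates esBAF inhibition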
# Cneo AK release = causes C. neoformans cell lysis; AID 651654; lysis activity, % at 15 µM; 360,000 tested, 0.2% active; adenylate kinase release luminescence, 4 h; normalised: neutral wells 0, clomiphene wells 100;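 active = mean lysis activity across replicates of at least 80%, whatever share of replicates individually reach that level; inactive = mean lysis activity below 80%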
#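 Assay system: Cryptococcus neoformans yeast cells / Dosing: single-point compound dose / Timing: 4 h at 37 °C static, read 1 h later / Measured by: luminescence of released adenylate kinase using an AK detection reagent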
# ERp5 inh = blocks human ERp5 reductase activity on insulin | Q15084 | ERp5 insulin aggregation, absorbance 650 nm, 90 min | inhibition, % at 9.99 µM | 350,000 tested, 0.05% active;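 active = mean replicate inhibition above about 25%, with every replicate also reaching it, limit read from the data, passing the limit was not always enough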
# Target sequence (Q15084 whole entry, looked up): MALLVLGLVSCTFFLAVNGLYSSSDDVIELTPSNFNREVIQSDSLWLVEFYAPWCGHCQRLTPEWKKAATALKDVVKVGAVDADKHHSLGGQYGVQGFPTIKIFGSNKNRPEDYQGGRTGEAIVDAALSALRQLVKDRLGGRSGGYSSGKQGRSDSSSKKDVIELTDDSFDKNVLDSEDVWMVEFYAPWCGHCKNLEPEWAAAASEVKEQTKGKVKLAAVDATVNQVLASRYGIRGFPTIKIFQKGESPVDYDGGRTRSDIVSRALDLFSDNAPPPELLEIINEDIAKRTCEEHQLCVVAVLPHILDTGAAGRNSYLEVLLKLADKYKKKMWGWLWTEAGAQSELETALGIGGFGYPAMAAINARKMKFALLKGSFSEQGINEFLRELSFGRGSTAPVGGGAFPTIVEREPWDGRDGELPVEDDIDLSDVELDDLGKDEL
# Starred values were filed as active, the others as inactive; · = no result given; & = joins results of further samples; [ ] = dose if it differs, or a comment.
SMILES,ARNT-TACC3 inh,SIRT5 inh,Statin myotox sup,miR122 inh,esBAF inh,Cneo AK release,ERp5 inh
C=C(C)C1CC=C(CN2CCC(O)CC2)CC1 (configuration not stated),-5.1,·,-5.5,-3.7,-7.1,1.0,·
O=C(CN(Cc1ccco1)C(=O)c1ccc(N2CCCC2=O)cc1)Nc1ccccc1C(F)(F)F,-3.4,-0.1,·,·,·,·,3.6
CCOc1ccc2oc(-c3ccccc3)c(C(N)=O)c2c1,-3.6,1.9,5.3,0.3,14.0,3.8,4.9
CCC(C)(C)n1nnnc1C(c1cc2cc(C)ccc2[nH]c1=O)N1CCCc2ccccc21 (configuration not stated),2.8,17.3*,-0.2,0.0,9.4,1.7,-0.6
CCCCOc1ccc(C(=O)NCC(=O)NCC2CCCO2)cc1 (configuration not stated),-2.3,-2.7,2.4,-6.8,-3.4,3.6,6.3
OCC1(CCc2ccccc2)CCN(Cc2cc(Cl)ccc2O)CC1,0.0,-1.6,·,·,·,1.6,2.9
Cc1ccnc(SCCn2c(N3CC(C)CC(C)C3)nc3c2c(=O)n(C)c(=O)n3C)n1 (configuration not stated),-13.5,·,-4.0,-10.8,-0.9,-0.2,·
O=C(Nc1nc2ccc(Cl)cc2s1)C1CC1,-10.2,-4.3,·,·,·,-0.7,0.6
CCOc1c(Br)cc(C(=O)N2CCCN(C)CC2)cc1OC,-2.7,-5.6,-8.6,-2.0,-3.6,3.0,2.2
COCC(=O)Nc1ccc2c(c1)C(=O)N(C)[C@@H]1CC[C@H](CC(=O)OC)O[C@@H]1CO2,-1.6,·,1.4,12.5[16.7 µM],-0.8,4.4,·
C[C@@H]1CCCCO[C@@H](CN(C)C(=O)Nc2ccc(F)cc2)[C@H](C)CN([C@@H](C)CO)C(=O)c2cc(NC(=O)Nc3ccc(C(F)(F)F)cc3)ccc2O1,·,2.4,·,-4.6[16.7 µM],8.8,0.3,-0.2
CN(CC(=O)Nc1ccc(Cl)cc1)C(=O)CNC(=O)c1ccc(Br)o1,1.1,-1.1,40.9,-2.6,·,3.0,2.7
CCOc1ccc(S(=O)(=O)N2CCN(CC(O)COc3cccc([N+](=O)[O-])c3)CC2)cc1 (configuration not stated),5.0,-1.2,17.2,-8.4,3.1,0.0,2.6
Cc1ccc(NC(=O)C(C)N=C2NS(=O)(=O)c3ccccc32)cc1F (configuration not stated),-2.4,0.8,-8.2,35.4,30.5,-2.5,-1.1
COc1ccc(C)cc1NC(=O)CSCc1ccccc1C,-5.4,0.8,3.2,6.5,-4.4,1.6,2.1
COc1cnn(-c2ccc(Br)cc2)c(=O)c1SCc1ccccc1,15.9,28.3*,·,·,·,·,1.2
C/C(=N/NC(=O)COc1cc(C)ccc1C(C)C)C(=O)O,0.6,-3.3,·,·,·,·,1.2
Cc1ccc([C@@H]2CC=C(C(=O)O)[C@H](c3ccc(Cl)cc3)N2S(=O)(=O)c2ccc(C)cc2)cc1,-15.2,4.2,-18.3,-0.7,4.7,-4.6,-8.1
COC(=O)C1=NN(C(=O)c2cccc(Br)c2)C(O)(c2ccc(Cl)cc2)C1 (configuration not stated),-0.1,0.5,·,·,-5.2,-4.1,-1.2
Cc1cccc(OC(C)C(=O)OCC(=O)Nc2sccc2C(N)=O)c1 (configuration not stated),4.3,0.9,25.0,·,-3.7,0.9,-0.4
CCn1c(SCC(=O)Nc2ccc3c(c2)OCCO3)nnc1C(C)C,·,-2.3,7.5,-1.0,-2.5,-3.8,-3.0
CNC(=O)C[C@@H]1CC[C@@H]2[C@H](COc3ccc(NC(=O)Nc4cc(C)cc(C)c4)cc3C(=O)N2C)O1,-6.7,-3.4,-7.7,2.9[16.7 µM],-3.4,-0.4,·
O=C(Cc1c(F)cccc1Cl)Nc1ncc([N+](=O)[O-])s1,-4.5,2.4,·,·,·,·,-1.2
C[C@@H]1CN([C@H](C)CO)S(=O)(=O)c2ccc(C#Cc3ccccc3)cc2O[C@@H]1CN(C)CC1CC1,7.2,7.5,1.3,4.3[16.7 µM],-5.0,9.8,11.3
Cc1cc(N2CCN(C)CC2)nc2ccc(NC(=S)NCCCN3CCN(C)CC3)cc12,5.0,-5.9,-5.4,0.5,-2.3,-1.0,2.2

# The listing continues.
SMILES,ARNT-TACC3 inh,SIRT5 inh,Statin myotox sup,miR122 inh,esBAF inh,Cneo AK release,ERp5 inh
Brc1cc2c(cc1-c1nc3ccccc3s1)OCO2,-1.7,-8.3,1.5,11.6,21.5,1.8,1.5
NCC[C@H]1CC[C@@H](NC(=O)Nc2ccc(F)cc2)[C@H](CO)O1,-7.7,3.9,-1.6,·,-4.6,-0.5,-4.4
Cc1cc(C)n2nc(SCC(=O)Nc3ccc(F)c(F)c3F)nc2n1,-0.5,-12.1,-9.1,0.0,4.2,4.0,1.9
Cc1ccc(C(=O)Nc2ccc3c(c2)C(=O)N(CC2CCCO2)C3=O)cc1 (configuration not stated),-17.4,1.0,-14.3,0.7,5.6,0.5,-0.6
Cc1nnc(SCc2ccccc2)n(N)c1=O,0.4,·,·,0.6,·,-1.6,·
CN1CCC(N(C)C(=O)c2sc3cc(F)ccc3c2Cl)CC1,·,-2.9,-12.7,-1.8,3.8,0.4,-0.5
C[C@@H]1CN([C@H](C)CO)C(=O)c2cccc(NC(=O)NC3CCCCC3)c2O[C@H]1CN(C)CC1CCCCC1,10.6,10.3,5.4,22.8[16.7 µM],-1.7,-0.2,-2.9
O=C(NCC(c1ccco1)N1CCc2ccccc21)c1ccccc1Cl (configuration not stated),-2.1,0.2,12.6,·,0.7,3.3,6.0
Cc1ccccc1-c1cnc2c(c1)C(=O)N([C@H](C)CO)C[C@H](C)[C@@H](CN(C)C(=O)c1ccncc1)O2,-4.0,-3.2,6.5,-4.1[16.7 µM],-0.9,-3.9,-7.1
COC(=O)Nc1ccc(S(=O)(=O)N2CCCC(C(=O)N3CCN(C)CC3)C2)cc1 (configuration not stated),4.8,-2.9,0.1,-10.1,1.3,-9.7,-2.5
CCC(NC(=O)Nc1cc(OC)c(OC)c(OC)c1)(C(F)(F)F)C(F)(F)F,0.7,·,-4.8,3.7,-4.5,-2.7,·
N#Cc1ccccc1NC(=O)CSC1=Nc2ccccc2C2CC=NN12 (configuration not stated),-1.3,-5.9,5.8,-2.9,3.0,0.5,6.9
CCC(=O)/C=C1/Sc2ccc(OC)cc2N1CCO,·,6.4,·,-0.4,·,·,-0.8
COC(=O)c1ccc(S(=O)(=O)N2CCCCCC2)n1C,-5.7,-6.4,8.8,-3.9,-5.5,0.4,6.9
COc1cc(CNc2ncnc3c2ncn3[C@H]2CN(Cc3cccc(C(F)(F)F)c3)C[C@@H](CO)O2)cc(OC)c1OC,·,·,5.9,-3.4,0.6,1.1,-0.7
Cc1ccc(C(=O)Nc2nnc(-c3ccncc3)s2)o1,1.1,0.5,-37.5,1.4,22.3,-2.5,-3.2
CCCCc1nnc(NC(=O)c2ccc(S(=O)(=O)N3CCOCC3)cc2)s1,-5.7,-4.0,15.0,2.4,-5.7,-0.2,-3.4
C[C@H]1CN([C@@H](C)CO)C(=O)c2cc(/C=C/c3ccccc3)cnc2O[C@H]1CN(C)S(=O)(=O)c1ccccc1F,1.6&-8.2,-4.2&-8.0,44.0&-57.0,-16.2&-1.1[16.7 µM],2.3&-2.8,-1.9&5.2,4.9&-1.8
C[C@H](CO)N1C[C@H](C)[C@H](CN(C)S(=O)(=O)c2cccs2)Oc2ccc(NC(=O)Nc3ccccc3)cc2C1=O,-1.3,4.3,-79.5,-0.6[16.7 µM],0.1,-47.1,-4.9
C=CCOc1c(Cl)cc(C2NC(=O)NC(C)=C2C(=O)OC)cc1Cl (configuration not stated),-24.8,-1.5,0.0,8.6,-6.3,0.6,-7.8
Cc1oc2c(CN3CCCC3)c(O)ccc2c(=O)c1-c1ccc(Br)cc1,10.0,-9.3,-32.2,7.7,1.2,-2.1,-2.6
COc1ccc(NC(=S)NCc2ccc(F)cc2)c(OC)c1,2.6,-4.4,5.8,13.7,2.7,3.8,1.9
O=[N+]([O-])c1cccc(C=Nc2cccc3ccccc23)c1O,-9.0,-2.2,35.7,·,-5.8,0.1,4.7
N#CC1=C(SCC(=O)Nc2nccs2)NC(=O)CC1c1ccccc1 (configuration not stated),4.4,-0.3,0.8,-3.1,-3.1,-1.8,1.8
C[C@@H]1CN([C@H](C)CO)C(=O)c2cc(NS(=O)(=O)c3ccccc3)ccc2O[C@@H](C)CCCCO[C@H]1CN(C)Cc1ccc(Cl)c(Cl)c1,-0.4,4.4,·,-19.7[16.7 µM],-1.8,2.1,-2.3

# (further entries)
SMILES,ARNT-TACC3 inh,SIRT5 inh,Statin myotox sup,miR122 inh,esBAF inh,Cneo AK release,ERp5 inh
O=C1CCCC2=C1C(Cc1ccccc1)C1=C(CCCC1=O)O2,-6.8,·,5.6,-4.6,-0.2,-0.3,·
COCCCNC(=O)CCc1c(C)nc2c(c(C)nn2-c2ccc(C)cc2)c1C,6.9,-6.6,-18.0,2.8,2.9,0.2,-1.0
C[C@@H]1CCCCO[C@H](CN(C)C(=O)c2ccccc2)[C@H](C)CN([C@H](C)CO)C(=O)c2cc(NC(=O)c3ccncc3)ccc2O1,-9.8,1.6,22.5,2.8[16.7 µM],-3.7,-0.3,2.0
Oc1cc(NCc2ccc(F)cc2)cc2cccnc12,59.6*,3.8,-160.8,-10.7,-12.5,-0.6,4.4
C/C(=C(/NC(=O)c1ccccc1)C(=O)O)c1ccco1,-2.4,4.2,·,·,·,·,-5.1
CCC(NC(=O)Cc1c(C)c2ccc(OC)c(C)c2oc1=O)C(=O)NC(Cc1ccc(Cl)cc1)C(=O)O (configuration not stated),1.0,-33.2,-2.9,-11.1,-2.8,-3.7,9.0
CCCN(CCC)CCNc1c(N2CCN(C(=O)OCC)CC2)c(=O)c1=O,5.5,6.5,·,-3.6,-6.9,-0.3,-0.4
C[C@@H]1CCCCO[C@@H](CN(C)Cc2ccc(C(=O)O)cc2)[C@H](C)CN([C@@H](C)CO)C(=O)c2cc(N(C)C)ccc2O1,-5.0,-2.7,-19.0,-4.5[16.7 µM],-1.4,-5.1,-1.3
O=S(=O)(N1CCCCC1)n1c(Cc2ccccc2)nc2ccccc21,-4.5,·,-3.4,5.3,0.2,-3.1,·
Cc1cccc(-n2c(=S)[nH]c3c(oc4ccccc43)c2=O)c1,-2.3,-2.0,13.1,-1.8,2.1,-0.5,-0.6
CN(C)c1cccc(C(=O)NNC(=O)CSc2ccccc2)c1,-4.2,-0.2,22.5,2.5,8.3,0.3,-3.0
CCOC(=O)N1CCN(C(=O)COC(=O)Cc2ccc(Cl)cc2)CC1,-1.5,-4.6,4.9,0.2,-5.0,-2.0,0.0

# Random excerpt: 2 compounds from above.
SMILES,ARNT-TACC3 inh,SIRT5 inh,Statin myotox sup,miR122 inh,esBAF inh,Cneo AK release,ERp5 inh
CCOC(=O)N1CCN(C(=O)COC(=O)Cc2ccc(Cl)cc2)CC1,-1.5,-4.6,4.9,0.2,-5.0,-2.0,0.0
Cc1cccc(-n2c(=S)[nH]c3c(oc4ccccc43)c2=O)c1,-2.3,-2.0,13.1,-1.8,2.1,-0.5,-0.6

# Entries above containing an aryl methoxy group, in the order listed:
SMILES,ARNT-TACC3 inh,SIRT5 inh,Statin myotox sup,miR122 inh,esBAF inh,Cneo AK release,ERp5 inh
CCOc1c(Br)cc(C(=O)N2CCCN(C)CC2)cc1OC,-2.7,-5.6,-8.6,-2.0,-3.6,3.0,2.2
COc1ccc(C)cc1NC(=O)CSCc1ccccc1C,-5.4,0.8,3.2,6.5,-4.4,1.6,2.1
COc1cnn(-c2ccc(Br)cc2)c(=O)c1SCc1ccccc1,15.9,28.3*,·,·,·,·,1.2
CCC(NC(=O)Nc1cc(OC)c(OC)c(OC)c1)(C(F)(F)F)C(F)(F)F,0.7,·,-4.8,3.7,-4.5,-2.7,·
CCC(=O)/C=C1/Sc2ccc(OC)cc2N1CCO,·,6.4,·,-0.4,·,·,-0.8
COc1cc(CNc2ncnc3c2ncn3[C@H]2CN(Cc3cccc(C(F)(F)F)c3)C[C@@H](CO)O2)cc(OC)c1OC,·,·,5.9,-3.4,0.6,1.1,-0.7
COc1ccc(NC(=S)NCc2ccc(F)cc2)c(OC)c1,2.6,-4.4,5.8,13.7,2.7,3.8,1.9
CCC(NC(=O)Cc1c(C)c2ccc(OC)c(C)c2oc1=O)C(=O)NC(Cc1ccc(Cl)cc1)C(=O)O (configuration not stated),1.0,-33.2,-2.9,-11.1,-2.8,-3.7,9.0

# High-throughput results as filed in PubChem.
